Bioassay records: PubChem, several laboratories
BAP1 block = inhibitors of human BAP1 deubiquitinase | 0.48% of 72,000 active | activity remaining (% of control), % at 20 µM | Q92560 | AID 436 | recombinant BAP1, Ub-AMC hydrolysis fluorescence kinetic; hits give low values;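 active means activity remaining at or below 50% of control, provided the compound also passes the data quality filters; inactive means the rest, including low values that fail the filters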;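 further: 100% = DMSO wells rate and 0% = substrate alone blank rate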
Target sequence (Q92560 whole entry, looked up): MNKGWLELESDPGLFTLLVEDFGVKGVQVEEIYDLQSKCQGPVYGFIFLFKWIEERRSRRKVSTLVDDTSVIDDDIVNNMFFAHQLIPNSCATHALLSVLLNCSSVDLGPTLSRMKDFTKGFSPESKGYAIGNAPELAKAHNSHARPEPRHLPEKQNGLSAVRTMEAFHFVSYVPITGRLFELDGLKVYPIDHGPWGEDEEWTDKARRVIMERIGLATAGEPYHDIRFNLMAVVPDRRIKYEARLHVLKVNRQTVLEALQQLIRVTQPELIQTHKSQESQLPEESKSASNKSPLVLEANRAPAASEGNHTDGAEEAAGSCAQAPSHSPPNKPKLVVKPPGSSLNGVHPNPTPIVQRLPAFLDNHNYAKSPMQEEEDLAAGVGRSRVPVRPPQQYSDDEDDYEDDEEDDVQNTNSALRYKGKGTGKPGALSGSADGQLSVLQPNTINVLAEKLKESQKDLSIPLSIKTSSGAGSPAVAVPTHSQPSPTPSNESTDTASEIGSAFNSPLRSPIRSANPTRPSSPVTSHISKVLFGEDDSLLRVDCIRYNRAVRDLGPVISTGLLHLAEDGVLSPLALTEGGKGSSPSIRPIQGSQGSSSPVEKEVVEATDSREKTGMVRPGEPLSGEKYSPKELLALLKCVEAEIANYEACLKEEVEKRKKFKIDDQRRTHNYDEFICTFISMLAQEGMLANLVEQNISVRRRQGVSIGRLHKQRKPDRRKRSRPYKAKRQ
HePTP inhibitor = blocks human HePTP tyrosine phosphatase; recombinant HePTP phosphatase activity, OD absorbance; inhibition, % at 20 µM; 0.64% of 110,000 active; AID 521; in the data active means inhibition above about 50%;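 further: plate controls were vehicle for no effect and reference inhibitor for full effect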
Target sequence (P35236 whole entry, looked up): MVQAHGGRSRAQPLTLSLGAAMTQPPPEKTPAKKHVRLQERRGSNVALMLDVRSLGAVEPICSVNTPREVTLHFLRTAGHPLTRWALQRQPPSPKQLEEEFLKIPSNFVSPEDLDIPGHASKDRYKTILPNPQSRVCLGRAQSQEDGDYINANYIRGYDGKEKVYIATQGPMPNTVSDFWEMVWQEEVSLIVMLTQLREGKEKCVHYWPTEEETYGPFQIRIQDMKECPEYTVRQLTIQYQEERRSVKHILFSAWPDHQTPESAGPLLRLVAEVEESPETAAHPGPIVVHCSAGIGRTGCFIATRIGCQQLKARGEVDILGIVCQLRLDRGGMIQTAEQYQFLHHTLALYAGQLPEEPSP
* marks the source's active call; other numbers are inactive results; . = no result given; & = joins results of further samples. Not a hit list, and some 0.7% of all compounds hit somewhere here.

SMILES | BAP1 block | HePTP inhibitor
CCOc1ccc(NC2c3ccccc3C(=O)N2Cc2ccco2)cc1 (centres undefined) | 86 | -1
Cc1ccc(C)c(NS(=O)(=O)c2cc(Br)cnc2N)c1 | 100 | 4
O=C(Nc1ccccc1)N1CCSCC1 | 102 | 10
Cc1ccccc1COc1ccc2oc(C)c(C(=O)OC(C)C)c2c1 | 61 | .
Cc1ccc(CNC(=O)c2cn(C3CCCC3)c(=O)c3c2c2ccccc2n3C)o1 | 349 | 15
COc1cc(OC)c(Cl)cc1N | 90 | 1
CCOC(=O)c1c(C)n(C)c2ccc(OCC(O)CN3CCC(C)CC3)cc12 (centres undefined) | 99 | 2
O=C(c1ccc(N2CCNCC2)cc1)c1cccnc1 | 59 | 3
O=C1N=C(N2CCCCCC2)S/C1=C\c1cccc(O)c1 | . | 7
O=C(CC(c1ccccc1)c1ccccc1O)NCCN1CCOCC1 (centres undefined) | . | 4
O=C(O)C1CSCN1S(=O)(=O)c1cccc2nsnc12 (centres undefined) | 80 | 8
COc1ccc(OC)c(C2NC(=O)NC3=Nc4ccccc4NC(c4ccccc4)=C32)c1 (centres undefined) | . | 7
COc1ccc(N(CC(=O)NC2CCCC2)C(=O)Cn2nnc(-c3ccc(F)cc3)n2)cc1OC | 96 | -4
COc1ccc(S(=O)(=O)Cc2ccc(C(=O)NC3CCCC3)o2)cc1 | 86 | 4
CCOc1cc(/C=N/n2cnnc2)cc(Cl)c1OCCOc1cc(C)ccc1C(C)C | . | 0
O=C(O)Cc1nc2nc3c(c(=O)n2[nH]1)CCCC3 | . | 9
N#Cc1nc(Cc2cccc3ccccc23)oc1N1CCCCC1 | 88 | 7
O=c1[nH]c(N2CCc3ccccc3C2)nc2c1CCC2 | 96 | 4
COc1ccc(CNC(=O)c2cc(Cl)ccc2OC)cc1 | . | 5
CC1CCCN(CN2C(=O)C(=O)c3cc(Br)ccc32)C1 (centres undefined) | . | -2
O=C(O)/C=C1\NC(=O)c2ccccc21 | . | 7
C/C(=N\N=C1\NC(=O)C(CC(=O)Nc2ccc(C)c(Cl)c2)S1)C(C)C (centres undefined) | . | -10
Cc1ccc(C)c(OCC(O)CN2CCCC(C)C2)c1 (centres undefined) | . | 1
Cc1occc1C(=O)Nc1ccc2c(c1)OCO2 | 106 | 2&1
CCOc1ccc(C=NCC2(c3ccccc3)CCCC2)cc1OC | . | -5
Cc1cc(C)nc(Nc2ncc(O)n2-c2ccc(C)c(Cl)c2)n1 | 88 | 2
COCCNC(=O)C1CCC(Cn2c(=S)[nH]c3ccccc3c2=O)CC1 (centres undefined) | 53 | 2
S=c1[nH]nc(-c2cccnc2)o1 | 112 | -4
O=C(OCC(=O)N1CCN(c2ccccc2)CC1)c1ccccn1 | 101 | 5
CC(=O)c1cccc(NC(=O)N2CCCC2C(=O)Nc2c(C)cccc2C)c1 (centres undefined) | . | -4

Five entries from above, ordered by molecular weight, descending.
SMILES | BAP1 block | HePTP inhibitor
C/C(=N\N=C1\NC(=O)C(CC(=O)Nc2ccc(C)c(Cl)c2)S1)C(C)C (centres undefined) | . | -10
CC(=O)c1cccc(NC(=O)N2CCCC2C(=O)Nc2c(C)cccc2C)c1 (centres undefined) | . | -4
Cc1cc(C)nc(Nc2ncc(O)n2-c2ccc(C)c(Cl)c2)n1 | 88 | 2
O=C(OCC(=O)N1CCN(c2ccccc2)CC1)c1ccccn1 | 101 | 5
Cc1ccc(C)c(OCC(O)CN2CCCC(C)C2)c1 (centres undefined) | . | 1

Further entries:
SMILES | BAP1 block | HePTP inhibitor
COc1cc(/C=N/Nc2nc(N3CCCCC3)nc(N3CCCCC3)n2)cc(Cl)c1O | . | 6
C=CCn1c(CCCNC(=O)C(C)(C)C)nc2ccccc21 | 90 | 3
O=C(c1ccccc1)N1CCN(Cc2c[nH]c3ccccc23)CC1 | 101 | -3&11
Nc1cc(C(=O)O)ccc1NC(=O)c1ccccc1 | 71 | .
O=C(NCCN1CCOCC1)C1CCN(c2nc3ccccc3o2)CC1 | 90 | 2
COCCOC(=O)C1=C(C)NC(=O)NC1c1ccc(Cl)cc1 (centres undefined) | 88 | -9
O=C(O)C1CCN(S(=O)(=O)N2CCOCC2)CC1 | 137 | 0
Cn1c(=O)cc(SCC(=O)N2CCCC2)c2ccc(Cl)cc21 | 90 | -13
CCOc1ccc(C(=O)NCc2cccnc2)cc1Br | . | 5
C[C@H](CCC(=O)O)[C@H]1CC[C@H]2[C@@H]3C(=O)C[C@@H]4CC(=O)CC[C@]4(C)[C@H]3CC(=O)[C@]12C | 101 | 6

4 of the compounds above, field by field:
O=C(c1ccccc1)N1CCN(Cc2c[nH]c3ccccc23)CC1
  BAP1 block = 101 | HePTP inhibitor = -3&11

Nc1cc(C(=O)O)ccc1NC(=O)c1ccccc1
  BAP1 block = 71 | HePTP inhibitor = .

O=C(NCCN1CCOCC1)C1CCN(c2nc3ccccc3o2)CC1
  BAP1 block = 90 | HePTP inhibitor = 2

COCCOC(=O)C1=C(C)NC(=O)NC1c1ccc(Cl)cc1 (centres undefined)
  BAP1 block = 88 | HePTP inhibitor = -9

(further entries)
SMILES | BAP1 block | HePTP inhibitor
COc1ccc2c(Cl)c(C(=O)NC3CCS(=O)(=O)C3)sc2c1 (centres undefined) | 159 | -7
O=C(Nc1cc([N+](=O)[O-])ccc1O)c1cccc2ccccc12 | . | 0
CC(=O)/C(C=Nc1cc(C(F)(F)F)ccc1Cl)=C(\C)O | . | 1
N/C(=N\N=C\c1cccc(O)c1)c1nonc1N | . | 11
COC(=O)c1ccc2[nH]c(C)cc(=O)c2c1 | . | 6
CC(C)(C)c1ccc(OCC(=O)N2CCC(C(N)=O)CC2)cc1 | . | -15
Fc1cccc(Cl)c1Cc1noc(-c2ccc(Br)cc2)n1 | . | 1
Cc1cc(Nc2ccc(F)cc2C)n2nc(C)nc2n1 | 93 | -7
COc1ccccc1N1CCN(C/C=C/c2ccc(N(C)C)cc2)CC1 | 86 | -2
COc1ccccc1NS(=O)(=O)c1ccc(OC)c(OC)c1 | 134 | 0
CC(NO)C(C)(C)NO (centres undefined) | 101 | -7
Cn1c(-c2ccc(F)cc2)cnc1NCc1ccc(C#N)cc1 | 100 | 3
COc1cccc(C(=O)Nc2cc(C)c3c(=O)oc4ccccc4c3n2)c1 | 97 | 10
CCOC(=O)c1c(NC(=O)c2ccc(Cl)cc2)sc2c1CC(C)(C)OC2 | . | -9
Cc1ccccc1NC(=O)c1ccc(F)c(S(=O)(=O)N2CCN(c3ccccn3)CC2)c1 | . | -6
CC(=O)COc1ccc2c3c(c(=O)oc2c1)CCCC3 | . | -8
CC(NC(=O)CSc1nc2ccc(N)cc2s1)c1ccccc1 (centres undefined) | . | 2
C=CCn1c(=O)c2ccccc2n2c(Sc3nnnn3-c3ccccc3)nnc12 | 103 | 4
Cn1nnnc1SCC(=O)N1CCN(c2ccc(Cl)cc2)CC1 | 101 | -4
Cc1ccc(C)n1-c1ccc2c(c1)COC2=O | 88 | 7
O=C(c1cccc(S(=O)(=O)N2CCOCC2)c1)N1CCCCCC1 | 114 | 13
CCOC(=O)c1ccc2c(c1)nc(C1CCN(S(=O)(=O)c3cccs3)CC1)n2CC | 66 | -6
CC1=C(C(=O)OC(C)C)C(c2ccc3c(c2)OCO3)C(C(=O)OC(C)C)=C(C)N1 | . | -6
Cc1oc2c(c(=O)c1C)C(=O)CC(c1ccccc1)C2 (centres undefined) | 96 | 8
Cc1c(NC(=O)c2cccc(S(=O)(=O)N3CCOCC3)c2)c(=O)n(-c2ccccc2)n1C | 103 | 4
CC(=O)NCN1CCN(CNC(C)=O)CC1 | 102 | 5
CCOC(=O)c1c(C)[nH]c(C(=O)CN2C(=O)NC(CC)(c3ccccc3)C2=O)c1C (centres undefined) | 105 | 0
O=C(c1ccncc1)N1CCN(S(=O)(=O)c2ccc(Cl)cc2)CC1 | . | 0
N#CC1(c2ccccc2)CCC(=NO)CC1 (centres undefined) | 76 | 8
CCOC(=O)c1c(NC(=O)c2cccc(Cl)c2)sc(C(=O)Nc2ccccc2C)c1C | 67 | .
Cc1cccc(N2CCN(C(=O)c3cccc(Br)c3)CC2)c1C | . | -12
COc1ccc(OC)c(N2C(=O)[C@@H]3C(c4ccccc4Cl)=NO[C@@H]3C2=O)c1 | 77 | .
NS(=O)(=O)c1ccc2c(c1)Cc1cc(S(N)(=O)=O)ccc1-2 | . | 12
COc1cccc(C2=NOC(C(=O)N3CCOCC3)C2)c1 (centres undefined) | 100 | -5
Cc1cc(C)cc(OCC(=O)N(Cc2cccs2)C2CCS(=O)(=O)C2)c1 (centres undefined) | 91 | 1
O=C(COc1ccccc1)NNc1c2ccccc2nc2ccccc12 | . | -16
Cc1ccccc1OCCc1c(C)n[nH]c1C | . | 4
COC(=O)c1ccccc1NC(=O)c1ccc(-c2ccccc2F)o1 | . | 12
COc1cccc(NC(=O)CNC(C)CCC(C)C)c1 (centres undefined) | 100 | 11
O=C(Nc1ccc(S(=O)(=O)Nc2ncccn2)cc1)c1ccc([N+](=O)[O-])cc1 | . | 4

Profiles, quoted from the list. Order of screens: BAP1 block	HePTP inhibitor
N/C(=N\N=C\c1cccc(O)c1)c1nonc1N is entered as .	11
COc1cccc(C(=O)Nc2cc(C)c3c(=O)oc4ccccc4c3n2)c1 is entered as 97	10

More compounds follow:
SMILES | BAP1 block | HePTP inhibitor
NC(=O)c1nn2c(C(F)(F)F)cc(-c3ccco3)nc2c1Cl | . | 0
Cc1ccc(C(=O)NC2CC(C)(C)NC(C)(C)C2)cc1[N+](=O)[O-] | . | 7
COc1ccc(CN2CCC(C(=O)N3CCN(c4ccccc4F)CC3)CC2)cc1OC | 95 | -11
O=C(Nc1ccccc1C(F)(F)F)c1ccc2ccccc2c1 | . | 6
COc1cccc(NC(=O)c2cc([N+](=O)[O-])ccc2Cl)c1 | . | 3
CC(C)CCn1c(Cc2ccccc2)nc2ccccc21 | . | 0
CCOc1ccc(C(O)c2nccn2CC)cc1 (centres undefined) | . | 0
CC(CNC(=O)c1ccc(F)cc1)CN(C)C (centres undefined) | . | 8
COC(=O)CN(c1ccccc1C)S(=O)(=O)c1ccc(C)cc1 | . | -2
Cn1c(=O)[nH]c(=O)c2c1nc1n2CC(O)CN1c1cccc2ccccc12 (centres undefined) | 69 | .
COc1ccc(OCC(=O)Nc2ccc3c(c2)OCO3)cc1 | . | -21
COC(=O)c1cn(NC(=O)c2cccnc2)c(=O)c2ccccc12 | 85 | -16
CCOC(=O)c1sc(NC(=O)c2ccc(C(C)(C)C)cc2)nc1-c1ccccc1 | 72 | .
CCC(C)NCC(O)COCc1ccc(Cl)cc1 (centres undefined) | 106 | 6
CC1CCN(C(=O)Cn2cc(C(=O)c3ccco3)c3ccccc32)CC1 | 79 | 5
O=C(N/N=C\c1ccccc1O)c1cncc(Br)c1 | . | 10
CCOc1ccccc1C(=O)Nc1cccc(C(C)=O)c1 | . | -1
COc1ccc(NC(=O)Cn2c(C)cc(=O)c3cccc(OC)c32)cc1 | 84 | 8
CC(=O)Nc1ccc(NC(=S)NC(=O)c2ccco2)cc1 | . | 2
O=C(NCc1ccccn1)c1n[nH]c2ccccc12 | 117 | 0
O=C(O)CC(C(=O)O)n1nc(-c2ccccc2)cc1-c1ccccc1 (centres undefined) | 97 | 7
O=C(C1CCC(CNc2c(N3CCCCC3)c(=O)c2=O)CC1)N1CCN(c2ccccn2)CC1 (centres undefined) | 99 | 3
COc1cccc(C(=O)NNC(=O)CCCOc2ccc(Cl)cc2Cl)c1 | . | -1
CCOc1ccccc1N(CC(=O)OC)S(=O)(=O)c1ccccc1 | 93 | 4
O=C(/C=C/c1cccc(C(F)(F)F)c1)Nc1cccc(Cl)c1 | . | 8
O=C(NC1CCCCC1)c1cc2nc3c(c(C(F)(F)F)n2n1)CCCC3 | 69 | 0
COc1ccccc1NC(=O)c1ccc(Cl)c(S(=O)(=O)N2CCOCC2)c1 | 97 | -8
Cc1ccc2nc(/C(C#N)=C\c3ccc(Br)cc3)[nH]c2c1 | . | -5
COc1ccccc1/C=C/C(=O)c1c(-c2ccccc2Cl)c2cc(Br)ccc2[nH]c1=O | . | -4
COc1ccc(OC)c(CCNC(=O)CC2Oc3ccc(C)cc3NC2=O)c1 (centres undefined) | 95 | -4
CN1CCN(C(=O)c2cn(C)c3ccc(S(=O)(=O)N(C)C4CCCCC4)cc3c2=O)CC1 | 83 | 3
CCOc1nc(-c2ccccc2)ccc1-c1noc(-c2ccncc2)n1 | 182 | 5
Cn1ncc([N+](=O)[O-])c1/C=C/N1CCOCC1 | . | -6
Cc1ccc(OCC(=O)Oc2ccc(C(=O)c3ccccc3)cc2C)c(C)c1 | . | 104*
COc1ccc(CCNC(=O)CSCc2n[nH]c(=O)[nH]2)cc1OC | 99 | 14
Cn1c(=O)c([N+](=O)[O-])c(N2CCN(C(c3ccccc3)c3ccccc3)CC2)c2ccccc21 | . | 8
CC1CCCN(C(=O)Cc2ccc(Cl)cc2)C1 (centres undefined) | . | 8
COc1ccc(/C=C/C(=O)O)cc1S(=O)(=O)N1CCCCCC1 | . | 0
Cc1ccc(C)c(NS(=O)(=O)c2ccc(NC(=O)c3ccco3)cc2)c1 | 100 | -4
C=CCn1c(SCc2ccccc2)nnc1-c1cccnc1 | 102 | -6
CC(=O)Nc1ccc(NC(=O)c2ccccc2F)cc1 | 85 | -4
O=C1OC(c2ccc(Cl)cc2)=C/C1=C\c1ccc(-c2ccccc2C(=O)O)o1 | . | 33
Cc1occc1C(=O)N/N=C/c1ccc(-c2cccc([N+](=O)[O-])c2)o1 | . | -11
Cc1cc(=O)[nH]c(Nc2ccc(C(=O)OC(C)C)cc2)n1 | . | 9
COc1ccc(NCc2nnc(SCC(=O)c3ccc(OC)cc3)n2C)cc1 | 109 | 5
Cc1ccc(Nc2nc(N)nc(CC#N)n2)cc1 | 132 | 0
Cc1ccccc1OCC(=O)Nc1ccc(O)c(-c2nc3ccccc3o2)c1 | . | 1
